Assay outcomes (PubChem)
RTF Ca sens inh: cardiac RTF calcium sensitivity inhibitors, primary screen, biochemical, IANBD-TnC fluorescence, EC70 calcium. 340,000 tested, 0.12% active. IANBD-labeled cardiac RTF, Ca2+ fluorescence. inhibition, % at 7.15 µM;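 active = inhibition above the mean inhibition of all tested compounds plus 3 SD, cut at about 17% in these data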;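 also: assay run at fixed EC70 calcium of 1.6 mM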
DAGLB inh: DAGLB lipase inhibitors, primary screen, biochemical, fluorescence, HTS; Diacylglycerol lipase-beta (Homo sapiens), Q8NCG7; 340,000 tested, 0.059% active; HEK293T DAGLB membrane lysate, EnzChek fluorogenic substrate; inhibition, % at 5.17 µM; in the data active = inhibition above about 34%;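 also: 0% = enzyme with vehicle and 100% = wells lacking enzyme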
C-LANA FP: inhibitors of KSHV C-LANA binding to DNA, primary screen, biochemical, fluorescence polarization, FAM-LBS DNA, MBP-C-LANA, single point. Kaposi's sarcoma herpesvirus LANA C-terminal domain (residues 932-1162) DNA binding. inhibition, % at 9 µM. 340,000 tested, 0.078% active. AID 504423, 2011;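 active = highest replicate inhibition at or above 60% at 9 µM, even if other replicates fall short; inactive = all replicates below 60% inhibition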;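 also: 0% = neutral control wells and 100% = 4 µM acridine orange control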
CAL PDZ FP-1: CAL PDZ peptide-binding inhibitors, primary screen, biochemical, fluorescence polarization, Cer-tagged CAL PDZ, HTS; AID 504414, 2011; 330,000 tested, 0.02% active; inhibition, % at 20 µM; Golgi-associated PDZ and coiled-coil motif-containing protein (Homo sapiens), Q9HD26; purified CAL PDZ, TMR-peptide fluorescence polarization, 1 h;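 active = highest replicate inhibition of at least 40%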;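 also: plate controls were DMSO neutral control wells for no effect and unlabeled competitor peptide control wells for full effect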
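System: tagged CAL PDZ domain. Schedule: 1 h room-temperature incubation prior to read. Signal: fluorescence polarization (mP). Measure: percent inhibition from loss of millipolarization.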
CAL PDZ FP-2: untagged CAL PDZ binding inhibitors, primary screen, biochemical, fluorescence polarization, HTS; purified CAL PDZ, TMR-peptide fluorescence polarization, 1 h; inhibition, % at 24.9 µM; 300,000 tested, 0.92% active; AID 602252, 2012;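 active = mean inhibition of at least 30% with at least half of replicates also reaching 30%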;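 also: 0% = DMSO neutral control and 100% = excess unlabeled competitor peptide PRC23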
NSD2 HMT inh: NSD2 histone methyltransferase inhibitors, primary screen, biochemical, AlphaScreen, single concentration, set 2 | inhibition, % at 12.5 µM | NSD2 peptide methylation, 120 min | 310,000 tested, 0.54% active; in the data active = inhibition above about 50%
V-ATPase pH: regulators of yeast V-ATPase proton pumping, primary screen, pHLuorin cytosolic pH fluorescence; S. cerevisiae; response, % at 10 µM; 350,000 tested, 0.37% active; AID 504577, 2011; in the data active = response mostly above about 7.3%, no sharp cut-off; inactive = mostly below about 5.4%; also: actives read high; inactives centre near 0; some compounds called inactive have numbers as strong as hits; reference of the scale not given here
Keap1-Nrf2 PPI: Keap1-Nrf2 protein-protein interaction inhibitors, primary screen, biochemical, fluorescence polarization, single point. Kelch-like ECH-associated protein 1 (Homo sapiens), Q14145. Keap1 Kelch-Nrf2 peptide fluorescence polarization, 1536-well. inhibition, % at 9.4 µM. 340,000 tested, 0.15% active. AID 504523, 2011; in the data active = inhibition above about 12%;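 also: human Keap1 Kelch domain with fluorescein labeled Nrf2 9mer peptide probe; 0% = neutral control wells and 100% = peptide positive control; higher means more block of Keap1 binding to Nrf2 peptide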
Target sequence (Q14145 whole entry, looked up, the tested form may be a part): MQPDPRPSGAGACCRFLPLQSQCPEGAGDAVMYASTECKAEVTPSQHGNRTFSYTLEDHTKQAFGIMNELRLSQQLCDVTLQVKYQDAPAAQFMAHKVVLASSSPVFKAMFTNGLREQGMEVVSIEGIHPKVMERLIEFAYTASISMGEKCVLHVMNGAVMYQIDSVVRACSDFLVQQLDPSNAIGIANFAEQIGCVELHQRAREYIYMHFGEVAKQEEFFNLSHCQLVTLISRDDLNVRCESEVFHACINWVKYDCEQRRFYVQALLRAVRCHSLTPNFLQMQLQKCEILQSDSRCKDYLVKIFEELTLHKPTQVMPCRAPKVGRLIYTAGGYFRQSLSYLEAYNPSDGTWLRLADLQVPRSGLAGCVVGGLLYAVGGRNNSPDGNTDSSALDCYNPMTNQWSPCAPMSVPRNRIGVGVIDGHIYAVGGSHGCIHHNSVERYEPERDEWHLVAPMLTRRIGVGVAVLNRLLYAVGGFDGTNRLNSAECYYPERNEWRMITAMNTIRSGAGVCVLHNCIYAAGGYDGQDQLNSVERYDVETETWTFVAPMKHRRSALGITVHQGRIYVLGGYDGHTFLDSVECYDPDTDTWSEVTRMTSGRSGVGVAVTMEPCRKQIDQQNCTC
Arr AP2 block: inhibitors of beta-arrestin/AP2 binding, primary screen, biochemical, GPCR trafficking, flow cytometry; inhibition, % at 10 µM; 340,000 tested, 0.31% active; beta-arrestin 1 C-terminal peptide binding to AP2 beta2-adaptin appendage (human); FITC-arrestin peptide / GST-AP2 beads; AP2 beta2 appendage carries R879A mutation;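 active = inhibition above a set limit, near 3 SD of compounds lacking own fluorescence, cut at about 54% in these data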;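 also: plate controls were DMSO wells for no effect and 5 µM unlabelled arrestin peptide for full effect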
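System: GST-AP2 R879A bound to glutathione beads, E. coli-expressed. Also added: 50 nM FITC-arrestin peptide. Schedule: compound with beads 12 min RT, then probe 1 h RT. Signal: bead flow cytometry, FITC channel. Read-out basis: percent response.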
Pemphigus Ab inh: inhibitors of pemphigus antibody binding to DSG3, primary screen, biochemical, bead-based, flow cytometry, scFv-GFP; DSG3-coupled beads, scFv-anti-DSG3-GFP binding; stronger effect = lower value; binding (percent of control), % at 10 µM; 310,000 tested, 0.48% active;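 active = binding more than 3 SD below its plate's average and above zero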;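 also: hits lower antibody fragment binding to DSG3; some compounds called inactive have numbers as strong as hits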
An asterisk follows results filed as active; nt = no result given; & = joins results of further samples.

V-ATPase pH	C-LANA FP	Pemphigus Ab inh	NSD2 HMT inh	CAL PDZ FP-1	Keap1-Nrf2 PPI	RTF Ca sens inh	Arr AP2 block	DAGLB inh	CAL PDZ FP-2	smiles
3	-3.0	95	-1	0.8	-2	-16	2	-2	0	C=CCC(NCc1ccccc1)c1ccccc1 (configuration not stated)
5	-2.0	100	nt	-0.9	3	-1	-1	0	-2	C/C(=N\OC(=O)c1ccc(F)cc1)c1sc(-c2ccc(Cl)cc2)nc1C
-1	0.6	85	-6	-3.2	4	-7	4	1	-5	Cc1ccc(S(=O)(=O)c2c(N)n(-c3ccccc3)c3nc4ccccc4nc23)cc1
2	-1.1	101	nt	-0.3	1	3	27	-2	-2	CC(C)(C)SC(=O)C[C@@H]1NS(=O)(=O)OC2CCCCC21 (some centres not stated)
4	-1.6	120	-1	-2.5	0	-10	21	-1	-3	CCCN1CCN(C(=O)Cn2nc(C)n3c(cc4c(OC)cccc43)c2=O)CC1
-3	1.7	99	-14	-3.7	-1	-5	7	4	-12	Cc1cc(C(=O)N/N=C/c2ccc(O)c([N+](=O)[O-])c2)n[nH]1
0	-0.3	101	nt	0.4	-3	-14	5	-3	-2	COc1ccc(CNS(=O)(=O)c2ccc(C)cc2)cc1
1	-0.9	108	94*	-0.3	-16	-1	5	0	-2	O=C1C(Nc2ccccc2)=C(N2CCCCC2)C(=O)c2ccccc21
3	-1.0	103	-2	-2.0	-4	-8	18	-1	-1	COC(=O)c1cc(-c2cccc([N+](=O)[O-])c2)c2c(=O)[nH]c(=O)n(C)c2n1
2	0.9	84	1	-2.7	6	0	-9	0	-1	O=C(NC(=S)Nc1cccc(Cl)c1N1CCCCC1)c1ccc2c(c1)OCCO2
0	2.4	96	-6	-2.4	-2	-12	-7	-2	-4	CCC(C)(C)n1nnnc1C(C(C)C)N1CCN(C(=O)c2ccco2)CC1 (configuration not stated)
2&0	1.4&-1.4	95&110	-1	0.0&-2.4	-5&-1	-2&-1	-1&-10	-1&-1	-7&-4	CN1C2CCC1CC(OC(=O)c1c[nH]c3ccccc13)C2 (configuration not stated)
2	1.7	100	-2	0.6	4	-7	-19	2	nt	O=C(CSc1nnc(-c2ccncc2)n1-c1ccccc1)NCC1CCCO1 (configuration not stated)
3	-1.4	100	-2	-0.3	-9	-3	-2	-1	-5	O=C(O)Cc1ccc(NC(=O)C(c2ccccc2)c2ccccc2)cc1
2	0.0	103	1	-1.3	-3	-3	5	-2	-10	Cc1ccccc1C(=O)c1c[nH]c(C(=O)NCc2ccco2)c1
4	-0.8	nt	1	-1.6	-3	-17	-1	2	6	Cc1ccc(C(=O)OCC(=O)NC2CCCCC2)o1
-2	0.5	102	15	nt	-3	-7	5	-1	-1	COc1ccc(-n2c(-c3ccc(Cl)cc3)c[nH]c2=S)cc1
-3	-1.2	99	-2	-0.1	-2	-2	-1	1	nt	CCOc1ccc(-c2nnc(SCC(=O)N3CCNC3=O)o2)cc1
1	-2.0	106	-3	-1.5	-3	-4	-2	-1	0	NC1=NC(=O)CC(C(=O)Nc2cccc3ccccc23)S1 (configuration not stated)
2	0.0	94	0	0.5	-2	-8	-3	-1	-1	CCC(C)(C)n1nnnc1C(c1cc2cc(C)cc(C)c2[nH]c1=O)N1CCN(Cc2ccc3c(c2)OCO3)CC1 (configuration not stated)

Full records from above. Order of screens: V-ATPase pH, C-LANA FP, Pemphigus Ab inh, NSD2 HMT inh, CAL PDZ FP-1, Keap1-Nrf2 PPI, RTF Ca sens inh, Arr AP2 block, DAGLB inh, CAL PDZ FP-2
COc1ccc(-n2c(-c3ccc(Cl)cc3)c[nH]c2=S)cc1 reads -2, 0.5, 102, 15, nt, -3, -7, 5, -1, -1
COc1ccc(CNS(=O)(=O)c2ccc(C)cc2)cc1 reads 0, -0.3, 101, nt, 0.4, -3, -14, 5, -3, -2
COC(=O)c1cc(-c2cccc([N+](=O)[O-])c2)c2c(=O)[nH]c(=O)n(C)c2n1 reads 3, -1.0, 103, -2, -2.0, -4, -8, 18, -1, -1
CC(C)(C)SC(=O)C[C@@H]1NS(=O)(=O)OC2CCCCC21 (some centres not stated) reads 2, -1.1, 101, nt, -0.3, 1, 3, 27, -2, -2
O=C1C(Nc2ccccc2)=C(N2CCCCC2)C(=O)c2ccccc21 reads 1, -0.9, 108, 94*, -0.3, -16, -1, 5, 0, -2

Other structures:
V-ATPase pH	C-LANA FP	Pemphigus Ab inh	NSD2 HMT inh	CAL PDZ FP-1	Keap1-Nrf2 PPI	RTF Ca sens inh	Arr AP2 block	DAGLB inh	CAL PDZ FP-2	smiles
-2	-0.3	97	-4	-2.2	-3	-1	10	-1	-5	COc1cc(/C=N/NC(=O)CC2(C)OCCO2)cc(Br)c1O
0	0.1	107	-1	-1.0	-4	-2	1	1	4	COc1cc(OC)cc(C(=O)Nn2cc(C(=O)Nc3ccccc3F)c3ccccc3c2=O)c1
0	-0.2	106	-3	-0.7	-1	-4	13	-21	-2	CCOC(=O)c1cc(CC)sc1NC(=O)C(c1ccccc1)c1ccccc1
3	0.0	nt	1	-0.1	-6	-2	5	3	2	CCOC(=O)C1CCCN(C(=O)CCc2nnc(-c3ccc(C(C)=O)s3)o2)C1 (configuration not stated)
3	0.6	106	0	1.0	5	-8	-2	-2	-1	COC(=O)c1cc(Cl)c(NC(=O)/C=C/c2ccc(OC)cc2)cc1OC
0	0.0	98	-2	0.3	-5	-2	-11	1	6	O=S(=O)(NCc1ccccc1)c1ccc(Cl)c(S(=O)(=O)NCc2ccccc2)c1
nt	0.2	98	2	nt	-1	-6	37	0	0	Cc1occc1C(=O)NC(C)C(C)(C)C (configuration not stated)
-1	-1.6	98	7	-0.7	-1	2	-3	1	-1	CCNC(=S)NNC(=O)c1cc(-c2cccc(C)c2)nc2ccccc12
6	1.0	104	2	-3.2	-2	-14	17	0	nt	Fc1ccc(N2CCN(Cc3cnc(Cl)s3)CC2)cc1
3	-3.9	98	4	-1.2	-4	-9	32	-2	0	COc1ccc(/C=N/n2c(C3CCCCC3)n[nH]c2=S)c(OC)c1
2	-1.3	113	-2	-0.9	-6	-2	-8	0	0	CC(NC(=O)CCNC(=O)c1ccc(C(C)(C)C)cc1)c1ccccc1 (configuration not stated)
1	-0.1	101	-2	-0.7	-4	-9	14	-1	-3	CCc1ccc(C2C(C#N)=C(N)N(N(C)C)C3=C2C(=O)CCC3)s1 (configuration not stated)
0	-2.0	100	-1	-1.0	2	2	4	-2	2	CCN(CC)S(=O)(=O)c1ccc2c(c1)c(=O)c(C(=O)NCCOC)cn2C
12	1.0	82	-3	-0.3	-5	-5	-6	4	-6	CCCCC(=O)NC(=S)Nc1cc(C(=O)O)ccc1Cl
-4	-1.6	91	39	-2.7	-3	0	2	2	-7	O=C(CNC(=O)c1cccc(Cl)c1)NCCCSc1ccccc1
-1	0.2	104	nt	-1.5	0	-1	-1	0	nt	COc1ccc(C(=O)CCC(=O)N2CCN(c3ccccc3)CC2)cc1
1	1.0	106	-1	-0.2	-4	-7	2	-3	0	CCN(Cc1nc2ccccc2c(=O)[nH]1)Cc1cc(=O)oc2cc(C)c(C)cc12
-2	0.4	107	1	0.0	5	5	44	4	-7	Cc1cccc(Nc2nc(-c3ccc4c(c3)OCCO4)cs2)c1
-7	-0.2	120	3	-2.4	3	-6	9	-6	-3	O=C(Nc1ccccc1N1CCCC1)C1CCN(C(=O)c2ccc(Cl)cc2)CC1
2	0.6	96	-3	nt	-1	-4	9	-1	-6	Cc1csc(NC(=O)COc2ccc3c(C)cc(=O)oc3c2)n1
-1	-2.8	98	0	-2.3	1	-7	9	2	-2	CCC(C)NC(=O)COCc1cc(-c2ccc3c(c2)OCO3)on1 (configuration not stated)
0	-0.3	105	-1	-1.7	2	-7	-6	1	1	COCc1[nH]nc2c1C(c1ccsc1)C(C#N)=C(N)O2 (configuration not stated)
2	-0.1	101	27	0.6	-3	-4	-1	-3	2	COc1ccc(CNC(=O)[C@H](C)NC(=O)C2CCN(C(=O)[C@@H](N)Cc3ccccc3)CC2)cc1
6	1.2	120	2	-3.2	-5	-4	4	-2	-2	C=CCn1c(O)c(N=NC(=O)OC(C)(C)C)c2ccccc21
3	0.9	94	nt	1.4	-2	5	3	4	0	CCOc1ccccc1Nc1nc(-c2sc(NC(=O)c3cccc(Cl)c3)nc2C)cs1
1	-0.6	nt	-4	0.1	-6	4	10	1	nt	CN(C(=O)Cn1nnc2ccccc2c1=O)C1CCCCC1
5	-0.9	196	0	-2.0	-1	5	-10	-1	nt	O=C(Nc1cccnc1)c1ccc2nc(-c3ccccc3)c(-c3ccccc3)nc2c1
5	2.2	95	0	-0.5	-1	6	38	-10	0	CC(OC(=O)c1ccc(Cl)cc1O)C(=O)NCCC1=CCCCC1 (configuration not stated)
0	6.9	97	6	-1.2	5	3	20	-4	nt	Cc1nc2cc(-c3ccccc3)sc2c(=O)n1N
-3	1.1	102	-1	-0.6	-8	-9	5	-2	2	Cc1ccc(-c2noc(CSc3nnc(-c4cccs4)n3C)n2)cc1
-2	-0.1	98	-1	-2.6	0	-1	0	-2	nt	COC(=O)c1ccc(OCC2c3cc(OC)c(OC)cc3CCN2C(=O)c2ccco2)cc1 (configuration not stated)
2	-0.3	98	25	-2.3	-1	-2	2	-5	-4	Cc1ccn2cc(-c3cnoc3C)nc2c1
4	-1.0	110	-5	-0.3	-1	-7	-6	0	nt	CCOc1ccc(N(C(C)C(=O)N2CCCC2)S(C)(=O)=O)cc1 (configuration not stated)
6	1.5	92	16	-2.1	-7	4	1	1	1	COc1ccc(C2C(C(C)=O)=C(O)C(=O)N2CCc2c[nH]c3ccccc23)cc1OC (configuration not stated)
-1	-1.4	107	-7	-0.1	-1	-1	12	0	nt	O=C(Nc1ccc(OC(F)(F)F)cc1)c1cnccn1
6	0.0	104	1	-0.9	-3	-8	12	3	-2	Cc1cccc(OCCCCCn2ccnc2)c1
-1	1.2	107	-4	-0.5	-3	-17	2	-3	2	CC1CC2(C)CC(C)C1(COC(=O)Nc1ccccc1)CO2 (configuration not stated)
-4	0.6	100	-1	-1.4	-2	1	25	1	11	C/C(=N\NC(=O)c1nc2ccccn2c1C)c1ccc2c(c1)OCO2
-1	-1.9	100	10	0.3	-5	-3	0	0	nt	Cc1ccc(S(=O)(=O)NC(=O)c2cc(C)n(-c3cc(S(=O)(=O)N4CCOCC4)ccc3N3CCCC3)c2C)cc1

The list is partial, so the mix of outcomes need not match the whole.
